p53null 39C kill: p53 null cell cytotoxicity, nonpermissive temperature. H1299 p53-null (neo) cells, 39C, ATPlite viability, 24 h. Potency, µM (series often up to 46.1 µM), inactives show top-dose activity, negative = cell killing, hits mostly cytotoxic. 55,000 compounds, 0.97% hits. AID 904; active = well fitted cell-killing curve with a large enough effect; inconclusive = small, poorly fitted or top-dose-only effect; inactive = no such curve, though single readings can be large or run the other way;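 also: 0% = DMSO only and -100% = full killing by 100 µM tamoxifen; nearly all actives have a fitted effect of over 50% in size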
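Concentration-response (up to 46 uM) was run for 24 h at the nonpermissive 39C on H1299-p53A138V or H1299-neo cells. ATP content was measured with ATPlite luminescence. AC50 values were Hill-modeled after normalizing between DMSO and 100 uM tamoxifen killing.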
* hit, by the source's call; ? = inconclusive; [ ] = dose if it differs, or a comment. Potency is read from the fitted curve at half-maximal effect. Only part of the results is shown (hit frequency here may not be typical).

SMILES | p53null 39C kill
O=C(Nc1cccc(Cl)c1)c1ccc(NCC2CCCO2)c([N+](=O)[O-])c1 (configuration not stated) | 11%
Cc1cccc(C)c1NC(=S)NC1CCCCC1 | -3%[1.84 µM]
COc1ccc(NC(=O)C(Sc2ccccc2)c2ccccc2)c(OC)c1 (configuration not stated) | 3%
CCN(CC)c1nc2c3c(nc4c(c3c1C#N)CC(=O)N4c1ccc(Cl)cc1)NC(C)=N2 | 20%
COc1ccc(C(=O)/C=C2/Sc3cc4c(cc3N2C)OCO4)cc1 | 11%[1.84 µM]
CCN(CC)c1ccc(/C=N/NS(=O)(=O)c2ccc(C)c([N+](=O)[O-])c2)cc1 | 11%[1.84 µM]
Cc1ccc(-n2nc(C)c(C3(O)C(=O)N(C)c4ccccc43)c2N)cc1 (configuration not stated) | 18%
COc1ccc(Cl)cc1NC(=O)C(C)N(C)Cc1cccc(Cl)c1Cl (configuration not stated) | 18%[1.84 µM]
CC(C)NC(=S)NC(=O)c1ccc(-c2ccccc2)cc1 | -2%[1.84 µM]
CC(=O)c1cc2c(cc1NC(=O)CSc1nc3ccccc3[nH]1)OCO2 | -2%[1.84 µM]
N=C1c2ccccc2CN1NC(=O)c1cccc(S(=O)(=O)N2CCOCC2)c1 | 7%[1.84 µM]
Cc1ccc(S(=O)(=O)N(C)C)cc1-n1c(SCC(=O)Nc2ccc(F)cc2)nc2ccccc2c1=O | 7%[1.84 µM]
Cc1c(-c2ccc(Br)cc2)nc2ccccn12 | -3%
CC(=O)N/C(=C\c1ccccc1)C(=O)OCC(=O)NC1CCCC1 | -5%[1.84 µM]
CSc1ccccc1NC(=O)COc1ccc(Cl)cc1Cl | 15%[1.84 µM]
N=C(CC1CC(=O)NC(=O)C1)C1=C(O)CCCC1=O | 36%[activator]
CCOC(=O)N1CCC(=NNC(=O)COc2ccc(C#N)cc2)CC1 | 20%
Cc1sc2nc(CSc3cccc(C(F)(F)F)c3)[nH]c(=O)c2c1C | 28%
CC1CN(CC(=O)Nc2ccccc2Sc2ccccc2)CC(C)O1 (configuration not stated) | -3%
Cc1ccc(C)c(-c2cc(C(=O)NNC(=S)NCC(C)C)c3ccccc3n2)c1 | 3%
Cc1cccc(NC(=S)/N=C(\N)Nc2nc(C)c3cc(C)ccc3n2)c1 | -1%[1.84 µM]
Cc1nn(-c2ccccc2)c(C)c1NC(=O)COc1ccc(Br)cc1Cl | 6%
Cc1ccc(SCC(=O)Nc2ccccc2C(=O)N2CCOCC2)cc1 | 20%[1.84 µM]
O=C(N/N=C/c1ccc(F)cc1)c1c(O)c2ccccc2[nH]c1=O | -3%
Cc1ccc(NC(=S)N/N=C/c2c(C)nn(-c3ccccc3)c2N2CCCC2)cc1 | 6%
O=C(NNC(=O)c1ccc(-c2ccccc2)cc1)c1ccccc1 | -8%[1.84 µM]
CN(c1ccccc1)c1ccc(/C=C(\C#N)c2nnc3n2CCCCC3)cc1[N+](=O)[O-] | -23%[1.84 µM]
COc1ccc(NC(=O)COC(=O)c2ccc(OCc3ccc(Cl)cc3Cl)c(OC)c2)c(OC)c1 | 10%[1.84 µM]
Cc1ccc(NC(=S)N2CCN(c3ncccn3)CC2)c(C)c1 | -7%[1.84 µM]
Cc1cccc2sc(NC(=O)[C@@H]3CCCN3C(=O)c3cccs3)nc12 | 13%[1.84 µM]
O=C(N/N=C\c1ccc2c(c1)OCO2)c1ccco1 | 3%[1.84 µM]
CCOc1ccc(NC(=O)CCC(=O)N/N=C/c2ccc([N+](=O)[O-])s2)cc1 | -10%[1.84 µM]
O=C(Cc1sc(Nc2ccccc2)nc1-c1ccccc1)NCc1ccccc1 | -17%[1.84 µM]
Cc1ccc(-n2c(=S)[nH]c3sc4c(c3c2=O)CCc2ccccc2-4)cc1 | 20%[1.84 µM]
CCOc1ccc(NS(=O)(=O)c2cc(NC(=O)c3cccc(C)c3)ccc2Cl)cc1 | 0%[1.84 µM]
O=C(O)CCn1cc(/C=C/C(=O)c2ccc(Cl)cc2)c(-c2ccc(Br)cc2)n1 | -5%
Cc1nc2nc(SCC(=O)c3cccc([N+](=O)[O-])c3)[nH]c2cc1Br | 2%[1.84 µM]
CN(C)c1ccc(N/C(=N\S(=O)(=O)c2cccs2)c2ccccc2)cc1 | 4%[1.84 µM]
COC(=O)c1c(NC(=S)Nc2ccc(F)cc2[N+](=O)[O-])sc2c1CCCCC2 | 19%
O=C(CSc1ccc(Cl)cc1)Nc1ccccc1Oc1ccccc1 | 0%[1.84 µM]

Some of these compounds in order of SMILES length, smallest number first:
SMILES | p53null 39C kill
CSc1ccccc1NC(=O)COc1ccc(Cl)cc1Cl | 15%[1.84 µM]
O=C(N/N=C\c1ccc2c(c1)OCO2)c1ccco1 | 3%[1.84 µM]
N=C(CC1CC(=O)NC(=O)C1)C1=C(O)CCCC1=O | 36%[activator]
O=C(CSc1ccc(Cl)cc1)Nc1ccccc1Oc1ccccc1 | 0%[1.84 µM]
Cc1ccc(NC(=S)N2CCN(c3ncccn3)CC2)c(C)c1 | -7%[1.84 µM]
O=C(NNC(=O)c1ccc(-c2ccccc2)cc1)c1ccccc1 | -8%[1.84 µM]
Cc1ccc(SCC(=O)Nc2ccccc2C(=O)N2CCOCC2)cc1 | 20%[1.84 µM]
CCOC(=O)N1CCC(=NNC(=O)COc2ccc(C#N)cc2)CC1 | 20%
O=C(Cc1sc(Nc2ccccc2)nc1-c1ccccc1)NCc1ccccc1 | -17%[1.84 µM]
Cc1nn(-c2ccccc2)c(C)c1NC(=O)COc1ccc(Br)cc1Cl | 6%
Cc1cccc(NC(=S)/N=C(\N)Nc2nc(C)c3cc(C)ccc3n2)c1 | -1%[1.84 µM]
CN(C)c1ccc(N/C(=N\S(=O)(=O)c2cccs2)c2ccccc2)cc1 | 4%[1.84 µM]
Cc1ccc(-n2c(=S)[nH]c3sc4c(c3c2=O)CCc2ccccc2-4)cc1 | 20%[1.84 µM]
Cc1nc2nc(SCC(=O)c3cccc([N+](=O)[O-])c3)[nH]c2cc1Br | 2%[1.84 µM]
Cc1ccc(NC(=S)N/N=C/c2c(C)nn(-c3ccccc3)c2N2CCCC2)cc1 | 6%
CCOc1ccc(NS(=O)(=O)c2cc(NC(=O)c3cccc(C)c3)ccc2Cl)cc1 | 0%[1.84 µM]
COC(=O)c1c(NC(=S)Nc2ccc(F)cc2[N+](=O)[O-])sc2c1CCCCC2 | 19%
O=C(O)CCn1cc(/C=C/C(=O)c2ccc(Cl)cc2)c(-c2ccc(Br)cc2)n1 | -5%
CN(c1ccccc1)c1ccc(/C=C(\C#N)c2nnc3n2CCCCC3)cc1[N+](=O)[O-] | -23%[1.84 µM]
COc1ccc(NC(=O)COC(=O)c2ccc(OCc3ccc(Cl)cc3Cl)c(OC)c2)c(OC)c1 | 10%[1.84 µM]

New compounds follow.
SMILES | p53null 39C kill
COc1cc(C2C3=C(CC(C)(C)CC3=O)OC(N)=C2[N+](=O)[O-])ccc1O (configuration not stated) | 16%
O=C(Nc1ccccc1)c1cc([N+](=O)[O-])ccc1NCc1cccnc1 | -3%
NC(=O)Cc1ccc(Nc2nnc(-c3ccc(O)cc3)c3ccccc23)cc1 | 23%
O=S(=O)(Nc1nc2ccccc2nc1Nc1ccc2c(c1)OCO2)c1ccc(F)cc1 | 9%
O=C(NCc1cc(Br)cc(Br)c1OC(=O)c1ccccc1[N+](=O)[O-])c1ccccc1 | -6%[1.84 µM]
Cc1ccc(-n2c(=S)[nH]c3c(oc4ccccc43)c2=O)cc1C | 12%
COc1ccc(NC(=O)CC2C(=O)OCC3CCCCN32)cc1Cl (configuration not stated) | 14%[1.84 µM]
O=C(CNC(=O)c1ccccc1)OCc1nc2ccccc2s1 | 14%
Cc1cccc(N2CCN(C(=O)COc3ccc4c(c3)CCC4)CC2)c1C | -6%[1.84 µM]
O=C(CSCc1ccc([N+](=O)[O-])cc1)NC1CC2CCC1C2 (configuration not stated) | 13%[1.84 µM]
O=C(COC(=O)CCc1nc2ccccc2n1-c1ccccc1)Nc1ccc(N2CCCCC2)cc1 | 18%
CCOc1ccccc1NC(=O)C(Sc1nnc2ccccn12)c1ccccc1 (configuration not stated) | 25%
COc1ccc(CCNC(=O)C(C(=O)c2ccccc2)n2ccccc2=O)cc1OC (configuration not stated) | 13%
O=C(CCCSc1nc2ccccc2[nH]1)NCc1ccccc1Cl | 0%
CC(C)(C)N/N=C1\CC(c2ccccc2)Oc2ccccc21 (configuration not stated) | 20%[1.84 µM]
COc1ccc(NC(C#N)c2ccccc2OCc2ccccc2)cc1 (configuration not stated) | -2%
CCCCNC(=S)N=Nc1c(O)n(Cc2ccccc2)c2ccccc12 | 11%
Cc1ccc([N+](=O)[O-])cc1NC(=O)c1ccc(CSc2ccccc2)cc1 | 5%
COc1cc(/C=C(/NC(=O)c2ccccc2)C(=O)Nc2ccc(O)cc2)c([N+](=O)[O-])cc1OC | 15%
CC(/C=N/NC(=O)c1cc(-c2cccnc2)nc2c1c(C)nn2-c1ccccc1)=C\c1ccccc1 | 16%[1.84 µM]
CC(C)CCNC(=O)CO/N=C/c1ccccc1OC(F)F | 14%
Cc1ccc(C(=O)NC(NC(=O)c2ccc(C)cc2)c2cccc([N+](=O)[O-])c2)cc1 | 4%[1.84 µM]
CN1CCN(C(=S)c2ccc(Br)cc2)CC1 | 2%[1.84 µM]
Cc1cc(F)ccc1NCC(=O)Nc1ccc(Br)cc1C | 0%
CCC(=O)Nc1ccc(C(=O)Nc2ccc(OC)cc2[N+](=O)[O-])cc1 | 1%[1.84 µM]
Cc1nc(NC(=O)CSc2cc(C)c3ccccc3n2)c(Cl)cc1Cl | ?
COc1cc(OC)cc(C(=O)N[C@H](C(=O)OCC(=O)Nc2ccc(C(C)C)cc2)C(C)C)c1 | 12%
Cc1c(Cl)cccc1NC(=O)CNc1ccccc1F | 26%
Cc1ccc(C)c(S(=O)(=O)ON2C(=O)c3ccccc3C2=O)c1 | 12%
CC(=O)c1cccc(NC(=S)NCCCCc2ccccc2)c1 | 21%
COc1ccc(NC(=S)NN2CCOCC2)cc1OC | 6%[1.84 µM]
CCCCn1nnc(NC(=S)NC(=O)c2ccc(-c3cccc(Cl)c3Cl)o2)n1 | -19%[1.84 µM]
O=C(CSc1nnnn1-c1ccccc1)NC1CCCc2ccccc21 (configuration not stated) | -10%[1.84 µM]
Cc1ccc(S(=O)(=O)N(Cc2ccc(Cl)cc2)c2ccccc2C(=O)NCc2ccco2)cc1 | 12%[1.84 µM]
Nc1ccnn1Cc1ccc(Br)s1 | 19%[1.84 µM]
COc1ccc(CCNC(=O)COc2ncnc3cc([N+](=O)[O-])ccc23)cc1 | 5%[1.84 µM]
Cc1ccc(CNC(=O)CCS(=O)(=O)c2ccc(Cl)cc2)cc1 | 11%[1.84 µM]
Cc1ccc(NC(=O)COC(=O)c2cc(C)nc3ccccc23)c([N+](=O)[O-])c1 | 4%
O=C(NCC(c1cccs1)N1CCOCC1)c1ccccc1NS(=O)(=O)c1ccc(Cl)cc1 (configuration not stated) | 12%
Cc1nc2nc(SCC(=O)c3ccc([N+](=O)[O-])cc3)[nH]c2cc1Br | 12%[1.84 µM]

Random excerpt: 3 records from the list.
SMILES | p53null 39C kill
Cc1c(Cl)cccc1NC(=O)CNc1ccccc1F | 26%
CCCCn1nnc(NC(=S)NC(=O)c2ccc(-c3cccc(Cl)c3Cl)o2)n1 | -19%[1.84 µM]
Cc1ccc(CNC(=O)CCS(=O)(=O)c2ccc(Cl)cc2)cc1 | 11%[1.84 µM]

New compounds follow
SMILES | p53null 39C kill
COc1ccc(-n2c(N)c(C#N)c3ccc([N+](=O)[O-])cc3c2=O)cc1 | 7%
O=C(Nc1cc(S(=O)(=O)N2CCOCC2)ccc1N1CCCC1)c1cnccn1 | 24%
O=C(Nc1cc(Cl)cc(Cl)c1)C(NCC1CCCO1)c1ccccc1 (configuration not stated) | 8%[1.84 µM]
Cc1ccc(S(=O)(=O)N(C)C)cc1NC(=S)NC12CC3CC(CC(C3)C1)C2 | -4%[1.84 µM]
O=C(N/N=C/c1ccc(O)cc1)c1cc(-c2ccc3c(c2)OCO3)n[nH]1 | -5%
NS(=O)(=O)c1ccc(NC(=S)NCc2cccc(Cl)c2)cc1 | 7%
O=C(N/N=C/c1ccc(OCc2ccccc2)cc1)c1cc[n+](Cc2ccccc2)cc1 | 10%
CC(C)C(=O)Nc1cc(S(=O)(=O)Nc2ccc(Cl)cc2)ccc1Cl | 8%
COC(=O)c1ccc(Cl)c(NC(=O)CN(c2ccccc2)S(=O)(=O)c2ccc(OC)cc2)c1 | 6%
CC(C)CNC(=O)c1ccccc1SCC(=O)NC12CC3CC(CC(C3)C1)C2 | 4%[1.84 µM]
CCC(=O)Nc1nnc(-c2ccccn2)o1 | 31%
OCCN(CCO)c1ccc(C(c2ccccc2Cl)c2ccc(N(CCO)CCO)cc2Cl)c(Cl)c1 | 6%
O=C(COc1ccc2c(c1)CCC2)NCc1cccc(Cl)c1 | 33%
CC1(C)CC(=O)C(C(C2=C(O)CC(C)(C)CC2=O)c2ccc([N+](=O)[O-])cc2)C(=O)C1 (configuration not stated) | -24%[1.84 µM]
FC(F)(F)c1cccc(OCCN2CCN(Cc3ccccc3)CC2)c1 | 30%
O=[N+]([O-])c1cc(C(F)(F)F)cc([N+](=O)[O-])c1NCc1cccnc1 | 3%[1.84 µM]
CC(=O)NC(Cc1cccc(C)c1)C(=O)NC1CCN(c2ncccc2[N+](=O)[O-])CC1 (configuration not stated) | 15%
Cc1cccc(C)c1N=C1NN=C(c2ccccc2F)CS1 | 15%
Cc1ccc(S(=O)(=O)Oc2ccccc2/C=N/NC(=O)c2nn(C)cc2[N+](=O)[O-])cc1 | 14%
Fc1cccc(NC(=S)NCc2cccnc2)c1 | 14%
COc1ccccc1-c1nnc2sc(-c3ccc(N(C)C)cc3)nn12 | 23%
CCC(=O)Nc1ccc(C(=O)CSc2nnc(-c3ccccc3F)n2C2CC2)cc1 | -10%[1.84 µM]
Cc1cc(NS(=O)(=O)c2ccc(NC(=O)CSc3nnc(-c4ccco4)n3N)cc2)nc(C)n1 | 16%[1.84 µM]

Screens as filed in PubChem BioAssay.
